Bim-Bcl-W: inhibitors of Bim binding to Bcl-W, primary screen, biochemical, multiplexed, bead-based flow cytometry | inhibition, % at 10 µM | Bcl-2-like protein 2 (Homo sapiens), Q92843 | Bim peptide-Bcl-W binding | 0.02% of 190,000 active;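 also: 0% = bound tracer without compound and 100% = peptide blocker; higher means less fluorescent Bim peptide bound to Bcl-W beads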
Target sequence (Q92843 whole entry, looked up): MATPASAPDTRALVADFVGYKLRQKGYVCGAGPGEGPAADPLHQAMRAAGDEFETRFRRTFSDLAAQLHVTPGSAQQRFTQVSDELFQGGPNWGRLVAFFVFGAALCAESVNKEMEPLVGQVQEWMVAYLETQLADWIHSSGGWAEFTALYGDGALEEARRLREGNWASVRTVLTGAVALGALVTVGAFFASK
Bim-Mcl-1: inhibitors of Bim peptide binding to Mcl-1, primary screen, biochemical, bead-based flow cytometry, multiplex | Bim peptide-Mcl-1 binding | AID 1009, 2008 | 0.1% of 190,000 active | Induced myeloid leukemia cell differentiation protein Mcl-1 (Homo sapiens), Q07820 | inhibition, % at 10 µM;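 also: 0% = no compound tracer wells and 100% = peptide blocker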
Target sequence (Q07820 whole entry, looked up): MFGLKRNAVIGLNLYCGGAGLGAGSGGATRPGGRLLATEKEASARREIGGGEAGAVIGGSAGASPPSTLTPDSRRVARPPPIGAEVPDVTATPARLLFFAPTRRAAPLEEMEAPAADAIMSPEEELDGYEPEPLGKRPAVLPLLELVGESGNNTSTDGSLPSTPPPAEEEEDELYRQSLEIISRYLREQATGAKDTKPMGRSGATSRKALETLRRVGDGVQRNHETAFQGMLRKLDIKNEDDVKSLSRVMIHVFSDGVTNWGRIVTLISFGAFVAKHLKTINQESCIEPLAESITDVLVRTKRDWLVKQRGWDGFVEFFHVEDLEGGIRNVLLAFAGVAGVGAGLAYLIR
ABCB1 block: ABCB1 efflux pump inhibitors, primary screen, cell-based, multiplex, flow cytometry, ABCG2 counter-screen. CCRF-Adr cells, JC-1 efflux. inhibition, % at 6.6 µM. 0.067% of 190,000 active. ATP-dependent translocase ABCB1 (Homo sapiens), P08183; in the data active = inhibition above about 40%;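 also: 0% = vehicle and 100% = reference inhibitor; higher value means more JC-1 retained so stronger ABCB1 efflux block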
Bim-Bcl-2: inhibitors of Bim-Bcl-2 binding, primary screen, biochemical, multiplexed, human Bcl-2 family | inhibition, % at 10 µM | 0.06% of 190,000 active | Bead-based flow cytometry, Bim peptide-Bcl-2 binding; in the data active = inhibition above about 40%; inconclusive = no clear call, values can overlap the other calls;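 also: 0% = no compound wells with probe peptide and 100% = reference peptide inhibitor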
Target sequence (P10415 whole entry, looked up): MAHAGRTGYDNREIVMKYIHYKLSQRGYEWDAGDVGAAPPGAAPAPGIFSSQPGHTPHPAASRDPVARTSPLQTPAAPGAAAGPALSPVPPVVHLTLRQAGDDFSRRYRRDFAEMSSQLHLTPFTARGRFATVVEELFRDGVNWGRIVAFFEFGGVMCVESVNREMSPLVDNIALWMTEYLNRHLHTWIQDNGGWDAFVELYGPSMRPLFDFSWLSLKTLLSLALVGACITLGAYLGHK
Bcl-B Bim block: inhibitors of Bim-Bcl-B binding, primary screen, biochemical, multiplexed, human Bcl-2 family | Bcl-2-like protein 10 (Homo sapiens), Q9HD36 | bead-based flow cytometry, Bim peptide-Bcl-B binding | inhibition, % at 10 µM | 0.073% of 190,000 active;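 also: 0% = tracer peptide without compound and 100% = reference inhibitor peptide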
Bim-Bcl-XL: inhibitors of Bim-Bcl-XL binding, primary screen, biochemical, multiplexed, bead flow cytometry, human Bcl-XL; Bcl-2-like protein 1 (Homo sapiens), Q07817; Bim peptide-Bcl-XL binding, fluorescence; inhibition, % at 10 µM; 0.04% of 190,000 active; AID 1007, 2008
Bim-Bfl-1: inhibitors of Bim binding to Bfl-1, primary screen, biochemical, multiplexed, bead-based flow cytometry | 0.12% of 190,000 active | Bim-Bfl-1 binding inhibition | Bcl-2-related protein A1 (Homo sapiens), Q16548 | inhibition, % at 10 µM;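 also: 0% = wells without compound plus tracer and 100% = blocker peptide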
ABCG2 block: ABCG2 efflux pump inhibitors, primary screen, multiplex with ABCB1, IgMXP3 cells, flow cytometry; Broad substrate specificity ATP-binding cassette transporter ABCG2 (Homo sapiens), Q9UNQ0; JC-1 efflux; inhibition, % at 6.6 µM; 0.1% of 190,000 active;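 active = inhibition above 80%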;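 also: 0% = DMSO and 100% = nicardipine control wells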
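Times: 10 min at 25 °C | Test system: Two drug-resistant human cell lines, ABCG2 and ABCB1 | Quantity: 3 million cells/mL final, two lines in 1:1 ratio | Signal: Flow cytometry, 530 nm JC-1 signal | Dosing: Compound at 6.6 µM | Controls: Nicardipine and DMSO wells | Reagent: JC-1 as fluorescent efflux pump substrate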
RGS7-Gao reg: RGS7-Galphao binding modulators, primary screen, biochemical, multiplexed bead flow cytometry. 0.35% of 220,000 active. binding response (% of control), % at 10 µM. Guanine nucleotide-binding protein G(o) subunit alpha (Homo sapiens), P09471. AID 1439, 2008. actives lie on both sides; in the data active = binding response below about 49% or above about 150%; inconclusive = no clear call, values can overlap the other calls; inactive = in between;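 also: fluorescent Galphao held in activated GDP-AlF4 state binding bead-coupled RGS7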
RGS8-Gao: RGS8-Galphao binding modulators, primary screen, biochemical, multiplexed bead flow cytometry | Guanine nucleotide-binding protein G(o) subunit alpha (Homo sapiens), P09471 | actives lie on both sides | response (percent of control binding), % at 10 µM | 0.34% of 220,000 active; in the data active = response below about 60% or above about 140%; inactive = in between;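 also: Galphao activated as the GDP aluminium fluoride complex binding bead-coupled RGS8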
RGS4-Gao reg: modulators of RGS4 binding to Galphao, primary screen, biochemical, multiplexed bead flow cytometry; actives lie on both sides; binding response (% of control), % at 10 µM; 0.33% of 220,000 active; AID 1415, 2008; in the data active = binding response below about 49% or above about 150%; inactive = in between;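 also: fluorescent Galphao activated with aluminum fluoride binding bead-coupled RGS4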
* = called active by the depositor; ? = inconclusive. Rule as the data show it, unless noted: active = inhibition above about 40%.

# | structure | Bim-Mcl-1 | RGS8-Gao | RGS4-Gao reg | Bim-Bcl-W | Bim-Bcl-XL | ABCB1 block | Bim-Bfl-1 | ABCG2 block | RGS7-Gao reg | Bim-Bcl-2 | Bcl-B Bim block
1 | COc1cc2c(cc1OC)CN(Cc1cc(=O)n3c(-c4ccccc4)csc3n1)CC2 | 0.0 | 100.3 | 100.9 | 0.0 | 0.0 | 1.2 | -1.0 | 3.4 | ? | -3.0 | -3.0
2 | O=C(COc1ccccc1)NC1CCSC1=O (stereo unspecified) | 3.0 | 100.2 | 101.6 | 0.0 | -5.0 | -0.5 | -5.0 | -1.3 | 100.5 | 0.0 | -1.0
3 | O=C(O)COc1ccc(S(=O)(=O)NCCc2ccccc2)cc1 | 0.0 | 98.7 | 99.0 | 1.0 | -5.0 | 0.3 | -9.0 | 1.0 | 100.0 | -6.0 | -7.0
4 | c1ccc2sc(N3CCOCC3)nc2c1 | -4.0 | 102.6 | 97.5 | -3.0 | -5.0 | 0.3 | -2.0 | 0.8 | 99.4 | 0.0 | -4.0
5 | CC(=O)c1ccc(NC(=O)C(C)OC(=O)C(C)Oc2cccc(C)c2)cc1 (stereo unspecified) | -4.0 | 104.1 | 100.5 | -5.0 | -7.0 | 0.1 | -12.0 | 1.6 | 97.1 | -5.0 | -5.0
6 | Cc1c(NC(=O)C(=O)/C=C(\O)c2ccc(Br)cc2)c(=O)n(-c2ccccc2)n1C | -2.0 | 102.5 | 100.5 | -6.0 | -9.0 | -0.2 | -7.0 | 1.4 | 100.8 | -4.0 | -7.0
7 | CCC(CC)C(=O)NCCc1ccc(OC)c(OC)c1 | 4.0 | 100.8 | 102.1 | 5.0 | 0.0 | 0.4 | 0.0 | 1.6 | 101.1 | 0.0 | 1.0
8 | Cc1ccc(C(=O)NCCc2nc3ccccc3[nH]2)cc1[N+](=O)[O-] | 0.0 | 108.7 | 102.1 | -2.0 | -4.0 | 1.6 | 1.0 | 21.5 | 100.1 | 3.0 | -5.0
9 | CC(C)(C)c1cc(=O)n(-c2ccccc2)[nH]1 | -4.0 | 100.4 | 98.2 | -3.0 | -4.0 | 0.0 | -2.0 | 0.0 | 98.5 | -4.0 | -10.0
10 | O=C(NC1CC1)c1ccc(S(=O)(=O)NC2CCCCCC2)cc1 | -6.0 | 100.0 | 102.2 | -1.0 | -3.0 | 0.6 | 0.0 | 2.5 | 100.4 | 0.0 | -2.0
11 | Cc1cc(/C=C(/C#N)c2nc3ccccc3[nH]2)c(C)n1-c1cccc([N+](=O)[O-])c1 | 1.0 | 105.8 | 101.1 | 5.0 | -7.0 | 1.7 | -6.0 | 2.6 | 100.8 | -3.0 | -5.0
12 | Cc1sc2nc(C(C)C)nc(SCC(=O)N3c4ccccc4CC3C)c2c1C (stereo unspecified) | 10.0 | 94.6 | 95.2 | -1.0 | 4.0 | 3.2 | 19.0 | 25.6 | 95.1 | 38.0 | 17.0
13 | COc1ccccc1C(=O)Nc1nc2nc(-c3ccccc3)cc(=O)n2[nH]1 | 0.0 | 103.2 | 104.4 | 2.0 | -6.0 | -0.5 | -8.0 | -1.5 | 104.9 | -5.0 | -6.0
14 | CCOC(=O)C1(Cc2ccccc2)CCCN(CCCn2cccn2)C1 (stereo unspecified) | -2.0 | 100.3 | 102.2 | -2.0 | -4.0 | 0.0 | -7.0 | -0.3 | 101.0 | -3.0 | -5.0
15 | CSc1nc(C)cc(NC(N)=O)n1 | -1.0 | 103.1 | 100.8 | 0.0 | -2.0 | 0.2 | -14.0 | 1.2 | 102.6 | -9.0 | -4.0
16 | CC1(C)CC(=O)C/C(=N\NC(=O)c2cccs2)C1 | -2.0 | 95.8 | 99.9 | -1.0 | -4.0 | -0.4 | 0.0 | -0.3 | 101.4 | 0.0 | -3.0
17 | Cc1ccc(N2C(=O)CC(N(CCc3ccccc3)C(=S)Nc3ccc(N(C)C)cc3)C2=O)cc1 (stereo unspecified) | 2.0 | 99.5 | 99.2 | 12.0 | 0.0 | -0.2 | -3.0 | -0.8 | 97.6 | -3.0 | 3.0
18 | CCCOc1ccc(Cl)cc1CN1CCOCC1 | 0.0 | 97.9 | 99.2 | -2.0 | -2.0 | -0.3 | -4.0 | -1.3 | 99.2 | -3.0 | -3.0
19 | Clc1ccc(Cc2noc(Cc3ccccc3)n2)cc1Cl | -7.0 | 93.5 | 96.5 | -7.0 | -17.0 | 0.6 | -14.0 | 2.4 | 90.2 | -10.0 | -11.0
20 | O=C1C(C2=NC(C(=O)O)C3C(=O)N(c4ccc(Cl)cc4)C(=O)C23)=C(O)c2ccccc21 (stereo unspecified) | -1.0 | 100.7 | 101.3 | -2.0 | 0.0 | 0.3 | -13.0 | 2.9 | 102.0 | -7.0 | -7.0
21 | Cc1cc2ncn(S(=O)(=O)N3CCOCC3)c2cc1C | -2.0 | 91.0 | 88.0 | -2.0 | 1.0 | 0.5 | -1.0 | 1.9 | 89.0 | 0.0 | -2.0
22 | COc1cc(/C=C2\C(=O)ON=C2c2ccccc2)cc(Cl)c1O | -5.0 | 98.2 | 97.9 | -4.0 | -6.0 | 3.4 | -4.0 | 8.0 | ? | -8.0 | -5.0
23 | COc1ccc(C(=O)NNC(=O)c2cccc(F)c2)cc1 | -8.0 | 103.7 | 101.1 | -3.0 | -2.0 | 0.3 | -4.0 | -0.9 | 95.4 | -3.0 | -3.0

Reformatted in transposed form: entries from further up
#14 CCOC(=O)C1(Cc2ccccc2)CCCN(CCCn2cccn2)C1 (stereo unspecified)
#15 CSc1nc(C)cc(NC(N)=O)n1
#16 CC1(C)CC(=O)C/C(=N\NC(=O)c2cccs2)C1
#17 Cc1ccc(N2C(=O)CC(N(CCc3ccccc3)C(=S)Nc3ccc(N(C)C)cc3)C2=O)cc1 (stereo unspecified)
#18 CCCOc1ccc(Cl)cc1CN1CCOCC1
#19 Clc1ccc(Cc2noc(Cc3ccccc3)n2)cc1Cl
#20 O=C1C(C2=NC(C(=O)O)C3C(=O)N(c4ccc(Cl)cc4)C(=O)C23)=C(O)c2ccccc21 (stereo unspecified)
#21 Cc1cc2ncn(S(=O)(=O)N3CCOCC3)c2cc1C
#22 COc1cc(/C=C2\C(=O)ON=C2c2ccccc2)cc(Cl)c1O
#23 COc1ccc(C(=O)NNC(=O)c2cccc(F)c2)cc1

assay / compound,14,15,16,17,18,19,20,21,22,23
Bim-Mcl-1,-2.0,-1.0,-2.0,2.0,0.0,-7.0,-1.0,-2.0,-5.0,-8.0
RGS8-Gao,100.3,103.1,95.8,99.5,97.9,93.5,100.7,91.0,98.2,103.7
RGS4-Gao reg,102.2,100.8,99.9,99.2,99.2,96.5,101.3,88.0,97.9,101.1
Bim-Bcl-W,-2.0,0.0,-1.0,12.0,-2.0,-7.0,-2.0,-2.0,-4.0,-3.0
Bim-Bcl-XL,-4.0,-2.0,-4.0,0.0,-2.0,-17.0,0.0,1.0,-6.0,-2.0
ABCB1 block,0.0,0.2,-0.4,-0.2,-0.3,0.6,0.3,0.5,3.4,0.3
Bim-Bfl-1,-7.0,-14.0,0.0,-3.0,-4.0,-14.0,-13.0,-1.0,-4.0,-4.0
ABCG2 block,-0.3,1.2,-0.3,-0.8,-1.3,2.4,2.9,1.9,8.0,-0.9
RGS7-Gao reg,101.0,102.6,101.4,97.6,99.2,90.2,102.0,89.0,?,95.4
Bim-Bcl-2,-3.0,-9.0,0.0,-3.0,-3.0,-10.0,-7.0,0.0,-8.0,-3.0
Bcl-B Bim block,-5.0,-4.0,-3.0,3.0,-3.0,-11.0,-7.0,-2.0,-5.0,-3.0

Assay outcomes deposited in PubChem by NMMLSC.
